Source: PubChem BioAssay (Sanford-Burnham Center for Chemical Genomics)
mouse EphA4 binding – EphA4 ligand-binding antagonists – biochemical, colorimetric, mouse EphA4, primary screen (AID 689) | EphA4-AP binding to KYL peptide, pNPP A405; higher % means a stronger effect | inhibition, % at 10 µM, or IC50 in µM where a hit was titrated | actives 0.1% (n = 62,000); in the data active means a potency from the dose series; inactive means the rest, 99 in 100 with inhibition below about 22%
The depositor's hits bear a star; & = joins results of further samples. This is a subset. The share of hits here may be higher or lower than overall.

A first look (4 entries):
mouse EphA4 binding,Molecule
-1%,CCOc1c(OC)cc(C2C(C#N)=C(N)Oc3n[nH]c(-c4ccncc4)c32)cc1OC (centres undefined)
-11%,COc1ccc(OC)c(NC(=O)c2cccc(C)c2)c1
-4%,CCOC(=O)N1CCN(C(=O)c2ccc3c(=O)n(-c4ccc(OC)cc4)c(=S)[nH]c3c2)CC1
2%,CC(=O)Nc1ccc(S(=O)(=O)N2CCSCC2)cc1

The whole of this part, from the start:
mouse EphA4 binding,Molecule
-1%,CCOc1c(OC)cc(C2C(C#N)=C(N)Oc3n[nH]c(-c4ccncc4)c32)cc1OC (centres undefined)
-11%,COc1ccc(OC)c(NC(=O)c2cccc(C)c2)c1
-4%,CCOC(=O)N1CCN(C(=O)c2ccc3c(=O)n(-c4ccc(OC)cc4)c(=S)[nH]c3c2)CC1
2%,CC(=O)Nc1ccc(S(=O)(=O)N2CCSCC2)cc1
-19%,O=[N+]([O-])c1cc2c(cc1C=Nc1ccccc1)OCO2
-10%,Cc1ccccc1N=C(NOCc1ccccc1)c1nonc1N
-2%,O=C(CN(Cc1ccc2c(c1)OCO2)C(=O)CNC(=O)c1ccco1)NC1CCCCC1
-11%,NC(=O)c1nn(-c2ccccc2)c(=O)cc1O
8%,CC(C)(/C=N/O)/[N+]([O-])=C/c1ccccc1C(F)(F)F
-2%,O=C(NNC(=O)c1ccccc1Br)c1ccc(Cl)cc1
2%,O=C(COc1ccccc1)Nc1cccc(-c2nc3ccccc3[nH]2)c1
-18%,O=C(CC1SCCNC1=O)Nc1cccc(C(F)(F)F)c1 (centres undefined)
-9%,CCC(C)(C)n1nnnc1C(c1cc2cc3c(cc2[nH]c1=O)OCO3)N1CCCCC1 (centres undefined)
0%,CCCN(CC1CC1)C(=O)CSc1ncnc2sc(C)c(C)c12
4%,Cn1cnnc1SCC(=O)c1ccc2c(c1)OCO2
-11%,Cc1cc(C(F)F)n2nc(C(=O)Nc3sc4c(c3C#N)CCC(C)C4)nc2n1 (centres undefined)
-2%,COCCOC(=O)C1=C(C)NC(=O)CC1c1ccccc1OCc1ccccc1 (centres undefined)
6%,Cc1ccnc(NC(=O)c2ccc(COc3ccc(Cl)cc3)o2)c1
-14%,Cc1oc(-c2ccccc2F)nc1CN1CCC(C(=O)NC2CCCc3ccccc32)CC1 (centres undefined)
-14%,O=C1OCCN1CCN(CN1C(=O)CCC1=O)CN1C(=O)CCC1=O
-20%,Cc1ccc(C(=O)Nc2ccccc2)cc1[N+](=O)[O-]
-10%,CC1=C(SCCC#N)S/C(=C2\SC(C)=C(SCCC#N)S2)S1
-14%,Cc1cc(=O)[nH]c(SCC(=O)c2ccc(C(C)C)cc2)n1
-6%,CN(C)CCNC(=O)C12CC3CC(c4ccccc4)(C1)CC(c1ccccc1)(C3)C2
-4%,Cn1c(=O)[nH]c(=O)c2c1nc(N1CCN(CCO)CC1)n2CCSc1nc2ccccc2s1
4%,Nc1cc(=O)nc(SCC(=O)NCc2ccccc2)n1CCc1ccccc1
-6%,O=C(/C=C/c1cccs1)Nc1ncc(Cc2ccccc2Cl)s1
-6%,COc1cc(-c2noc(-c3ccccc3C)n2)cc(OC)c1OC
-7%,O=C(CN1CCN(Cc2ccccc2Cl)C1=O)N1CCCCCC1
2%,COc1ccc(-c2nnc(SCC(=O)Nc3ccc(C)cc3Br)o2)cc1
-6%,CCOc1cc(C(=O)Nc2ccc(N3CCN(C(C)=O)CC3)cc2)cc(OCC)c1OCC
-1%,Cc1nn(-c2ccccc2)c(C)c1CCC(=O)O
-18%,Cc1ccc(NC(=O)CCSCCC(=O)Nc2ccc(C)c(C)c2)cc1C
-8%,O=C(CCNc1cc(Cl)cc(Cl)c1)c1cccs1
-8%,CC(=O)Nc1sc(NC(=O)c2ccccc2)nc1-c1cccs1
-4%,COc1ccc(Cn2c(SCc3cc(C)ccc3C)nc3cc(OC)c(OC)cc3c2=N)cc1
-10%,CCN(CC)CCOc1ccc2c(c1)C(=NO)c1cc(OCCN(CC)CC)ccc1-2
-9%,CCN1C=C(Cc2cccs2)C2=C(C1)C(c1cccs1)C(C#N)=C(N)O2 (centres undefined)
0%,CCOC(=O)C1CCN(CC(O)COc2ccc(C(C)=O)cc2)CC1 (centres undefined)
0%,CC(C)COc1ccc(C(=O)Nc2ccc(NC(=O)c3ccco3)c(Cl)c2)cc1
10%,C=CCSc1nc2sc3c(c2c(=O)n1CC)CCc1ccccc1-3
-45%,CC12CN(C(=O)c3ccc(Cl)cc3)C3(C#N)CC1CCC23C (centres undefined)
-17%,CCOC(=O)C1CCCCN1Cc1ccc(F)cc1 (centres undefined)
2%,CCN(CC)CCN1C(=O)c2ccccc2NC1c1cc(OC)c(OC)c(OC)c1 (centres undefined)
-6%,CCOC(=O)N1CCN(C(=O)c2ccc3nc(N4CCCCC4)sc3c2)CC1
11%,O=C(/C(=C/O)N=Nc1ccccc1)c1ccncc1
0%,O=C(CCCC(=O)OCC(=O)c1cccs1)Nc1ccc(Oc2ccccc2)cc1
-4%,Cn1ccnc1SCCC#N
-5%,CCC(=O)N1CCc2cc(S(=O)(=O)NC(C(=O)NCc3ccccc3)C(C)C)ccc21 (centres undefined)
6%,CCOc1ccc(NC(=O)c2cc(-c3ccc(OC)cc3)nc3ccccc23)cc1

(cont.)
mouse EphA4 binding,Molecule
-8%,CCCCCN(C(=O)NC(=O)Nn1cnnc1)S(C)(=O)=O
-5%,O=C1c2ccccc2NC(c2ccc3c(c2)OCO3)N1c1ccc(F)cc1 (centres undefined)
-5%,Cc1ccccc1-c1ccc(=O)n(CC(=O)Nc2ccc(N3CCOCC3)cc2)n1
-2%&7%,CCOc1ccc(NC(=S)NC(=O)/C=C/c2ccc(OC)c(OC)c2)c([N+](=O)[O-])c1
3%,C=CCNC(=O)c1ccc2c(c1)nnn2C
9%,CCOC(=O)N1CCN(CC(O)COC(CC)c2ccccc2)CC1 (centres undefined)
-10%,CCOC(=O)c1c(-c2ccc(C)o2)csc1NC(=O)CN(C)CC(=O)Nc1ccc(C)cc1
-11%,Nc1nc(CN2CCN(c3ccccc3)CC2)nc(N2CCCc3ccccc32)n1
-7%,CN(CC(=O)Nc1ccc(F)c(F)c1)S(=O)(=O)c1cccc2nsnc12
-11%,CC(=O)Nc1nonc1NC(=O)CSc1ccccn1
0%,O=C(Nc1cccc2ccccc12)c1ccc(S(=O)(=O)N2CCOCC2)cc1
-2%,CS(=O)(=O)N(CC(=O)Nc1ccc(I)cc1)c1cccc(Cl)c1
-22%,Cc1c(OCc2nn[nH]n2)ccc2c3c(c(=O)oc12)CCCC3
-6%,Cc1nn(CCOc2ccccc2)c(=O)n1-c1cccc(F)c1
13%,Cc1onc(-c2ccccc2Cl)c1C(=O)Nc1cccc2cccnc12
2%,CCC(C)(C(=O)NC1CCCC1)N(Cc1ccco1)C(=O)c1ccccn1 (centres undefined)
-2%,CCc1nc2ccccc2c(C(=O)OCCN2C(=O)c3ccccc3C2=O)c1C
5%,c1cnc(Nc2nc(-c3ccc4ccccc4c3)cs2)nc1
-10%,Cn1cccc1Cc1nnc(SCC(=O)NCC2CCCO2)n1CCc1ccccc1 (centres undefined)
-8%,Cc1cc(C(=O)CSc2nncs2)c(C)n1-c1c(C)n(C)n(-c2ccccc2)c1=O
-11%,COc1ccccc1CN1CC(C(=O)NCC2CCCO2)CC1=O (centres undefined)
-13%,COc1cccc2cc3c(=O)n(-c4ccccc4)nc-3oc12
-1%,O=C(O)COCc1nc2ccccc2[nH]1
6%,CCCN1C(=O)S/C(=C\c2ccc(N3CCOCC3)cc2C)C1=O
5%,C=CCN1C(=O)NC(=O)/C(=C/c2cc(OC)c(OC(C)=O)c(OC)c2)C1=O
-13%,CC(NC(=O)Cn1ccsc1=N)C12CC3CC(CC(C3)C1)C2 (centres undefined)
-2%,CCC(CC)c1nnc(NC(=O)c2cccc(S(=O)(=O)N3CCc4ccccc43)c2)s1
0%,COC(=O)c1ccc(N2CCOCC2)c([N+](=O)[O-])c1
2%,O=c1/c(=C/c2cccc3ccccc23)sc2ncnn12
-12%,CCOc1cc(/C=C2\C(=O)NC(=S)N(c3ccc(Br)cc3)C2=O)ccc1O

3 compounds already listed, arranged by count of non-hydrogen atoms, largest number first:
mouse EphA4 binding,Molecule
-12%,CCOc1cc(/C=C2\C(=O)NC(=S)N(c3ccc(Br)cc3)C2=O)ccc1O
6%,CCCN1C(=O)S/C(=C\c2ccc(N3CCOCC3)cc2C)C1=O
-13%,CC(NC(=O)Cn1ccsc1=N)C12CC3CC(CC(C3)C1)C2 (centres undefined)

Entries shown so far that have a CF3 group:
mouse EphA4 binding,Molecule
8%,CC(C)(/C=N/O)/[N+]([O-])=C/c1ccccc1C(F)(F)F
-18%,O=C(CC1SCCNC1=O)Nc1cccc(C(F)(F)F)c1 (centres undefined)

Going on with the list.
mouse EphA4 binding,Molecule
-7%,O=C(c1cn(-c2ccccc2)nc1-c1ccccc1)N1CCOCC1
0%,Cc1noc(C)c1S(=O)(=O)N1CCCC(C(=O)NCCC2=CCCCC2)C1 (centres undefined)
-1%,O=P(CCCO)(c1ccccc1)c1ccccc1
-15%,Cc1ccc(S(=O)(=O)c2nc(N)sc2Cl)cc1
-2%,COCCN1Cc2cccc(C(=O)Nc3c(C)cc(C)cc3C)c2C1=O
0%,Cc1oc2ccc(OC(=O)c3ccc([N+](=O)[O-])cc3)cc2c1C(=O)OC(C)C
-9%,COc1ccc2sc(C)nc2c1NC(C)=O
-8%,C=CCNC(=O)C1CC(c2cccc(OC)c2)=NO1 (centres undefined)
-3%,COc1cccc(NC(=O)CSc2nc3n[nH]c(C)c3c(=N)n2-c2cccc(OC)c2)c1
0%,COc1ccc(-c2cc(NCc3ccccn3)n3ncnc3n2)cc1
-5%,CC(C)Cc1nc2oc3c(N4CCN(C)CC4)ncnc3c2c2c1CCCC2
-10%,CC(=O)NCCn1c(SCC(=O)OCc2ccccc2)nc2ccccc2c1=O
0%,O=S(=O)(Nc1ccncc1Cl)c1ccccc1
-4%,Cc1csc2nnc(N)n12
-16%,CC1CC(N(C(=O)C2CC2)c2ccccc2)c2ccccc2N1C(=O)C1CC1 (centres undefined)
-8%,Fc1ccccc1CNc1ccc(Cl)c(Cl)c1
-2%,Cn1c(=O)c2c3c(sc2n2cnnc12)CCC3
-4%,Cc1cc(C)c2c(N)c(C(=O)NC3CC3)sc2n1
-11%,COc1ccc(-n2cnc3sc(-c4ccccc4)cc3c2=O)cc1
-9%,COc1cc(C(=O)NC2=NCCS2)ccc1OCc1c(C)noc1C
-16%,CCCOC(=O)c1ccc(NC(=O)c2cn(CC)c3nc(C)ccc3c2=O)cc1
-1%,CCN1CCc2c(sc(N)c2C(N)=O)C1
3%,COc1cccc(-n2c(SCC(=O)NC3CCCCC3)nc3n[nH]c(C)c3c2=N)c1
-8%,CCOC(=O)Cn1cc(-c2ccccc2)nn1
-7%,COCCn1c(COc2ccc(C)cc2)nc2ccccc21
-7%,O=C(Nc1nc(-c2ccc3c(c2)OCO3)cs1)c1ccncc1
-19%,Cc1onc(-c2ccccc2)c1C(=O)Nc1cc(C(F)(F)F)ccc1N1CCOCC1
-3%,COc1ccc(S(=O)(=O)N2CCc3ccccc32)cc1C(=O)OCc1nnc(-c2ccccc2)o1
-25%,COCCn1c(CN2CC(C)CC(C)C2)nc2c1c(=O)n(C)c(=O)n2C (centres undefined)
4%,COc1ccc(S(=O)(=O)NC(C)C2C3CC4CC(C3)CC2C4)cc1 (centres undefined)

Structures shown so far containing a COOH group, in the order listed:
mouse EphA4 binding,Molecule
-1%,Cc1nn(-c2ccccc2)c(C)c1CCC(=O)O
-1%,O=C(O)COCc1nc2ccccc2[nH]1

Further results follow.
mouse EphA4 binding,Molecule
5%,CC(=O)Nc1ccc(C#Cc2ccc(NC(C)=O)cc2)cc1
-4%,O=C(NCCCN1CCOCC1)/C(=C/c1ccc(-c2ccc(Cl)cc2)o1)NC(=O)c1ccccc1
-10%,CN(C)CCNC(=O)Cc1c(C(=O)O)n(C)c2ccccc12
2%,CCOc1cc(N2CCOCC2)c(OCC)cc1NC(=O)Cc1ccccc1OC
-1%,COc1ccc(OCCC(=O)c2ccc(OC)c(OC)c2)cc1
10%,CC(C)=CCC/C(C)=C/C=N/NC(=O)c1ccccc1[N+](=O)[O-]
-4%,Cn1c(=O)[nH]c(=O)c2c1nc(N1CCN(Cc3ccccc3)CC1)n2CCSc1ncccn1
0%,COc1ccc(/C(N)=N/OC(=O)c2cccc([N+](=O)[O-])c2C)cc1OC
0%,COC(=O)C1=C(C)N(CC(C)C)C(=O)/C1=C\c1cccc([N+](=O)[O-])c1
-11%,C=CCn1c(SCC(=O)Nc2sccc2C(N)=O)nc2ccc(Cl)cc2c1=O
-3%,O=C(O)c1cc(NC(=O)c2ccco2)cc(C(=O)O)c1
-7%,Cc1cc(NC(=O)Nc2ccc(F)cc2)no1
7%,O=C(Nc1ccc(C2CCCCC2)cc1)C1CCCN(c2ncccn2)C1 (centres undefined)
6%,CCOC(=O)c1cc2c(=O)n3ccccc3nc2n(CCCOC)c1=NC(=O)C(C)(C)C
3%,CCN1C(=O)C2(/C(=C(\O)c3ccc4c(c3)OCCO4)C(=O)C(=O)N2CCCOC)c2ccccc21 (centres undefined)
-6%,CCCCc1c(O)nc(SCC(=O)N2CCOCC2)n(-c2ccccc2C)c1=O
-18%,Cc1cc(C(C)(C)C)c(O)c(C)c1CC1=NCCN1
17%,Cc1oc(-c2ccc(F)cc2)cc1-c1nn2c(-c3ccoc3C)nnc2s1
5%,Cc1ccc(C)c(S(=O)(=O)NCc2ccc(C(=O)N3CCCCC3C)cc2)c1 (centres undefined)
-12%,COc1ccc(S(=O)(=O)/N=C2/C=CC(=O)C(C)=C2C)cc1
